# Compound activity deposited in PubChem BioAssay by several laboratories.
# JMJD2C inh = blocks human GASC-1 demethylase activity | Q9H3R0 | GST-JMJD2C(1-420) H3K9me3 demethylation, DELFIA europium | inhibition, % at 2.35 µM | 0.069% of 330,000 active | AID 2099;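 active = more than half of a compound's replicate wells show inhibition beyond 50%, single wells judged on their own value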;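 also: signal counts dimethyl H3K9 product captured on neutravidin plate; 0% = median of DMSO wells and 100% = 0.3 times that DMSO median; strong numbers were not always called active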
# procasp7 counter = counter-screen for procaspase-3 activators: activators of human procaspase-7; 0.093% of 330,000 active; P55210; activation, % at 8.5 µM; recombinant procaspase-7, Ac-DEVD-pNA absorbance 405 nm; D23A/D198A/D206A triple mutant, cannot self-cleave; scale: DMSO 0, 5 µM enzyme 100;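 active = percent activation above the screen-wide mean plus 3 SD, cut at about 25% in these data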
#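 Detection: p-Nitroaniline absorbance at 405 nm, read at 0 and 120 min; system: Uncleavable procaspase-7 mutant enzyme; evaluation: % activation from two-timepoint absorbance difference, scaled to controls; times: 1 h enzyme–compound preincubation and 2 h substrate reaction, both 25 °C; buffer or medium: Zinc-free HEPES pH 7.4 with 300 mM NaCl, 0.01% Triton X-100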
# PP5 primary = inhibitors of human protein phosphatase 5 (PP5); purified PP5c, OMFP substrate fluorescence; inhibition, % at 6.7 µM; 0.18% of 320,000 active; AID 1987; P53041;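 active = inhibition above the campaign's mean inhibition across all tested compounds plus 3 SD, cut at about 9.5% in these data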;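 also: 0% = DMSO only and 100% = 100 µM cantharidin control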
# GRK2 inh = human GRK2 inhibition via aptamer displacement; bead flow cytometry, FAM-aptamer displacement from GRK2; inhibition of aptamer binding, % at 10 µM; 0.59% of 330,000 active; AID 488847;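 active = inhibition of aptamer binding above 40%, roughly 3 SD of noise, on plates passing a quality check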;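 also: median bead fluorescence of bound FAM aptamer so fluorescent compounds give negative values; no value below 0 was filed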
# HCV core dimer = blocks dimerization of HCV core protein; TR-FRET GST/Flag-core106 dimerization, 1536-well; inhibition, % at 5 µM; 0.33% of 300,000 active; AID 1899;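 active = inhibition above the mean of all tested compounds plus 3 SD, set per screening campaign, cut at about 45% in these data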
#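 Material: GST/Flag-tagged HCV core106 proteins. Incubation: 4 h, 22.5 °C incubation. Read-out basis: inhibition (%) from 671 over 617 nm ratio. Measured by: TR-FRET, excitation 340 nm, emission 617 and 671 nm.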
# Fh CTSL1 inh = cathepsin L1 inhibition, PFM18AAP counter-screen; recombinant F. hepatica cathepsin L1, Z-Leu-Arg-MCA fluorescence; inhibition, % at 5.96 µM; 0.49% of 300,000 active;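 active = inhibition above the mean of all tested compounds plus 3 SD, set per screening campaign, cut at about 17% in these data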;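 also: 0% = plate median of test compound wells and 100% = 1 µM Z-Phe-Ala-diazomethylketone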
# PP1 counter = blocks human PP1-alpha phosphatase, a PP5 counter-screen; inhibition, % at 6.7 µM; AID 2235; purified PP1alpha, OMFP fluorescence; 0.9% of 320,000 active;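 active = inhibition above the mean inhibition of all tested compounds plus 3 SD, computed separately for each screening campaign, cut at about 15% in these data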
# proCasp3 act = procaspase-3 (human) activation; P42574; recombinant procaspase-3 D3A, Ac-DEVD-pNA absorbance 405 nm; activation, % at 8.5 µM; 0.11% of 330,000 active; AID 463141;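 active = activation above the mean of all tested compounds plus 3 SD, cut at about 21% in these data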;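 also: 0% = DMSO alone and 100% = DMSO wells spiked with extra 5 µM PC-3 D3A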
#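 Compound: 8.5 µM single point, 0.8% DMSO / Material: Autoprocessing-dead procaspase-3 D3A mutant enzyme / Timing: 1 h preincubation plus 2 h reaction at 25 °C / Medium: Zinc-free HEPES/NaCl buffer with 0.01% Triton X-100 at pH 7.4 / Technique: 405 nm absorbance of p-nitroaniline, reads at 0 and 120 min / Repeats: one well per compound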
# VLA-4 inh = inhibition in a human VLA-4 binding assay. P13612. 0.2% of 330,000 active. inhibition, % (about 7 µM as worked out from the volumes in the protocol). VLA-4 expressing cells, ligand binding flow cytometry. AID 2557; in the data active = inhibition above about 50%
# Target sequence (P13612 whole entry, looked up): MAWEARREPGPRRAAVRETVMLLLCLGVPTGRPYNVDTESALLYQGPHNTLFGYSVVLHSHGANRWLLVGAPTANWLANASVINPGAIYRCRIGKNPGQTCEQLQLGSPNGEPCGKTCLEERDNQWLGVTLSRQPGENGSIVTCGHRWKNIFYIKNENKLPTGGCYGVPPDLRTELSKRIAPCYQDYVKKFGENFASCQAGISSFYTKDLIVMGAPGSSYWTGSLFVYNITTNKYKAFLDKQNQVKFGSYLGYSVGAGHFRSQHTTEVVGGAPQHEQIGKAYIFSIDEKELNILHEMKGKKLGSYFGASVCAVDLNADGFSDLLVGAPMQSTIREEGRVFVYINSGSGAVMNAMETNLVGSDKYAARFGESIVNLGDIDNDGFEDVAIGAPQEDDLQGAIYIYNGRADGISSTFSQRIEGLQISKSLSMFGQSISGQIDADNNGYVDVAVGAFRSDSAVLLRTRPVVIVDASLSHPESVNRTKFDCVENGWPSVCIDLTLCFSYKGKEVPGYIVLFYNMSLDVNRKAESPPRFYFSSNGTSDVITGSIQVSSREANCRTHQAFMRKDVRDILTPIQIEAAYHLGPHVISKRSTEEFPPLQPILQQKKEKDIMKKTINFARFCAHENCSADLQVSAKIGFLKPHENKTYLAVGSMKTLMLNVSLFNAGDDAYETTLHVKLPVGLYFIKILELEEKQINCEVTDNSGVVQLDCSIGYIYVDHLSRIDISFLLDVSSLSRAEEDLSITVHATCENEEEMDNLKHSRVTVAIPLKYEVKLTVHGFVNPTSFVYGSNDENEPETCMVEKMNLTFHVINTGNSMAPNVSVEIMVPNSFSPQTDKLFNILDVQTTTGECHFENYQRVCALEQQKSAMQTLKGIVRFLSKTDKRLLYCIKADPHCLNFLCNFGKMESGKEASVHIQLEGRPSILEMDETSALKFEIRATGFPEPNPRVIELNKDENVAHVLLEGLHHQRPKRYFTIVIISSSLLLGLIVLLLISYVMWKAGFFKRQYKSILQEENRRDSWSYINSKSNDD
# * = called active by the depositor; / = no result given; & = joins results of further samples.
SMILES,JMJD2C inh,procasp7 counter,PP5 primary,GRK2 inh,HCV core dimer,Fh CTSL1 inh,PP1 counter,proCasp3 act,VLA-4 inh
O=C(Cn1c(=O)oc2ccccc21)Nc1ccc(Br)cc1,-3,4,-0.2,0,0,-2,-1,2,2
COc1ccccc1CNC(=O)C1CC2Cn3c(nc4cc(Cl)c(Cl)cc43)C2N1C (centres undefined),-5,0,2.4,0,0,-3,-3,0,23
COCCn1c(=NC(=O)c2ccccc2[N+](=O)[O-])sc2cc(S(C)(=O)=O)ccc21,-1,7,-0.3,2,1,-2,-1,3,18
C=CCn1c(SCC(=O)Nc2cc(Cl)ccc2C(=O)O)nc2sc(C)c(C)c2c1=O,-7,-5,2.5,1,/,/,-1,7,6
CC(C)NC(=O)N(C)C[C@H]1Oc2ccc(NC(=O)C3CC3)cc2C(=O)N([C@H](C)CO)C[C@@H]1C,32,11,/,0,/,/,/,0,-4
CCc1ccc(/C=C2\Oc3ccc(C(=O)OC)cc3C2=O)cc1,-37,-18,0.0,4,-6,-1,-4,-10,19
CN1OC(Cn2cc(C#N)c(=O)n(C)c2=O)CC1c1ccccc1 (centres undefined),1,3,0.9,1,-2,1,0,-2,22
C[C@@H]1COC(=O)[C@H](CC(=O)OC(C)(C)C)C/C=C\C[C@@H](CC(=O)NCCO)C(=O)N1,1,11,/,0,/,/,/,-12,13
OCCC1CN(Cc2cccc(C(F)(F)F)c2)CCN1Cc1ccccc1 (centres undefined),0,5,0.2,2,2,-1,-1,1,-1
COC(=O)CCC(=O)Nc1cc(Cl)cc(Cl)c1,3,10,-0.3,2,-14,-2,1,-3,20
Cc1ccc(S(=O)(=O)N(C)CC(=O)N2CCOCC2)cc1,1,-3,-1.1,0,1,-2,-1,6,6
CCOc1ccc(NS(=O)(=O)c2cc(C(=O)N3CCN(C(C)=O)CC3)ccc2Cl)cc1,-13,-2,1.8,3,-5,0,-8,-1,0
O=C(CSc1ncn[nH]1)NCc1ccccc1,16,7,3.1,0,-7,-1,6,6,12
COc1ccccc1/C=C/C=N/NC(=O)CCC1C(=O)NN=C1C (centres undefined),-5,1,2.3,1,-3,5,-4,1,1
Cc1ccc(S(=O)(=O)N2CCCC2C(=O)OCc2ccco2)cc1 (centres undefined),6,-4,1.7,1,17,0,-2,-13,6

# Given bar-delimited: part of the list above
Structure | JMJD2C inh | procasp7 counter | PP5 primary | GRK2 inh | HCV core dimer | Fh CTSL1 inh | PP1 counter | proCasp3 act | VLA-4 inh
Cc1ccc(S(=O)(=O)N(C)CC(=O)N2CCOCC2)cc1 | 1 | -3 | -1.1 | 0 | 1 | -2 | -1 | 6 | 6
C[C@@H]1COC(=O)[C@H](CC(=O)OC(C)(C)C)C/C=C\C[C@@H](CC(=O)NCCO)C(=O)N1 | 1 | 11 | / | 0 | / | / | / | -12 | 13

# Carrying on:
SMILES,JMJD2C inh,procasp7 counter,PP5 primary,GRK2 inh,HCV core dimer,Fh CTSL1 inh,PP1 counter,proCasp3 act,VLA-4 inh
CCC(NC(=O)COc1ccc([N+](=O)[O-])cc1)c1ccccc1 (centres undefined),-1,5,-3.1,2,-10,-1,-2,-7,-5
C/C=C(/C)C(=O)Nc1cccc(C2=NOC3(C2)C[C@H](C(N)=O)N(C(=O)COc2ccc(Cl)cc2)C3)c1 (some centres undefined),-19,0,0.7,0,-3,0,0,13,5
COc1ccc(CCNS(=O)(=O)c2cn(C)c(=O)n(C)c2=O)cc1OC,-18,13,1.6,5,6,4,-1,3,9
O=C(Cc1ccccc1)NNS(=O)(=O)c1ccccc1[N+](=O)[O-],-6,-4,1.1,0,7,-2,0,-6,3
CCOC(=O)/C(=N\NC(=O)c1ccccc1)c1ccccc1,-1,5,-1.4,1,-1,5,-3,3,0
O=C(Cc1ccccc1)Nc1ccc2[nH]ncc2c1,11,1,4.8,29,-10,-2,-6,13,7
CCc1ccc(CCC(=O)Nc2ccc(C(C)=O)cc2)o1,-4,3,4.0,0,-4,-2,0,-5,-5
Cc1ccc(-c2noc(CSc3nnnn3C3CCCCC3)n2)cc1,-2,-9,0.9,3,26,4,4,0,31
Cc1ccc(N2C(=O)CC(N3CCSCC3)C2=O)c(C)c1 (centres undefined),0,0,2.9,0,-1,-2,-5,-2,22
Cc1ccc(NC(=O)CSCC(=O)NC2CCCCC2)cc1,17,-7,-5.8,0,-7,-2,-10,5,0
Cc1cc2oc(=O)cc(CN3CCN(Cc4ccc5c(c4)OCO5)CC3)c2cc1C,23&5,1,1.7,0,-1,-2,0,3,-2
Cc1nn(C)cc1CNC(=O)c1ccc(Br)o1,-36,-3,-0.8,0,4,3,-5,-6,0
O=C(Nc1cccs1)Nc1ccccc1Cl,10,-1,2.3,3,-5,8,-2,1,-4
O=S1(=O)CCOC[C@H](Cc2ccccc2)N1Cc1ccccc1,-16,7,0.0,4,4,-1,4,5,17
CN(CCC1CCOCC1)C(=O)C1CCC(=O)N(CCc2ccc(Cl)cc2)C1 (centres undefined),-34,-5,-0.1,1,-9,-2,-3,3,-96

# 11 entries already listed, ordered by molecular weight, ascending:
SMILES,JMJD2C inh,procasp7 counter,PP5 primary,GRK2 inh,HCV core dimer,Fh CTSL1 inh,PP1 counter,proCasp3 act,VLA-4 inh
O=C(Nc1cccs1)Nc1ccccc1Cl,10,-1,2.3,3,-5,8,-2,1,-4
CCOC(=O)/C(=N\NC(=O)c1ccccc1)c1ccccc1,-1,5,-1.4,1,-1,5,-3,3,0
Cc1nn(C)cc1CNC(=O)c1ccc(Br)o1,-36,-3,-0.8,0,4,3,-5,-6,0
Cc1ccc(N2C(=O)CC(N3CCSCC3)C2=O)c(C)c1 (centres undefined),0,0,2.9,0,-1,-2,-5,-2,22
CCC(NC(=O)COc1ccc([N+](=O)[O-])cc1)c1ccccc1 (centres undefined),-1,5,-3.1,2,-10,-1,-2,-7,-5
Cc1ccc(NC(=O)CSCC(=O)NC2CCCCC2)cc1,17,-7,-5.8,0,-7,-2,-10,5,0
O=C(Cc1ccccc1)NNS(=O)(=O)c1ccccc1[N+](=O)[O-],-6,-4,1.1,0,7,-2,0,-6,3
Cc1ccc(-c2noc(CSc3nnnn3C3CCCCC3)n2)cc1,-2,-9,0.9,3,26,4,4,0,31
Cc1cc2oc(=O)cc(CN3CCN(Cc4ccc5c(c4)OCO5)CC3)c2cc1C,23&5,1,1.7,0,-1,-2,0,3,-2
CN(CCC1CCOCC1)C(=O)C1CCC(=O)N(CCc2ccc(Cl)cc2)C1 (centres undefined),-34,-5,-0.1,1,-9,-2,-3,3,-96
C/C=C(/C)C(=O)Nc1cccc(C2=NOC3(C2)C[C@H](C(N)=O)N(C(=O)COc2ccc(Cl)cc2)C3)c1 (some centres undefined),-19,0,0.7,0,-3,0,0,13,5

# Continued.
SMILES,JMJD2C inh,procasp7 counter,PP5 primary,GRK2 inh,HCV core dimer,Fh CTSL1 inh,PP1 counter,proCasp3 act,VLA-4 inh
C[C@H]1O[C@@H](n2cc(F)c(=O)[nH]c2=O)[C@H](O)[C@@H]1O,3,9,1.2,0,-21,2,-16,10,-18
COc1ccc(-c2noc(CN(C)Cc3ccc(C)o3)n2)cc1,3,-3,-0.1,8,-1,0,2,4,0
CN(C)CCCN1C(=O)C2CCc3[nH]c4ccccc4c3C2C1=O (centres undefined),-9,4,0.4,1,-1,1,2,-5,12
O=C(CCS(=O)(=O)c1ccccc1)Nc1nc(-c2cccs2)cs1,1,2,2.3,3,20,0,2,9,9
O=C(CCNC(=O)c1ccccc1)N=Nc1c(O)[nH]c2ccccc12,-4,8,5.4,1,-11,-1,-5,2,5
O=c1c(-c2ccccc2)coc2c(CN3CCCCC3)c(O)ccc12,3,2,1.2,0,6,1,1,-3,0
CC(C)CCNC(=O)c1ccc(CS(=O)(=O)Cc2ccccc2F)o1,5,4,-2.1,0,-1,0,1,0,3
CCOc1ccc(C(=O)Nc2nnc(S(=O)(=O)Nc3ccccc3C)s2)cc1,-2,-4,-1.6,1,0,4,-3,-3,-2
Cc1c(NC(=O)CS(=O)(=O)c2ccccc2)c(=O)n(-c2ccccc2)n1C,8,6,-0.2,0,0,2,-6,1,0
COc1ccc(N2CCN(C(=S)NC(=O)c3cccs3)CC2)c([N+](=O)[O-])c1,-4,-11,7.6,0,-1,1,0,3,-16
CC(C)(C)SCCNS(=O)(=O)c1ccc(F)cc1,14,6,0.1,5,-5,-1,-5,-8,-2
CN(C)c1ccc(C2NCC(CCl)O2)cc1 (centres undefined),5,7,-0.6,0,-9,2,-1,4,-5
COc1ccc(C(=O)CCC(=O)NC2=NCCS2)cc1,1,3,-0.8,1,5,-14,-4,-6,-9
CCCSc1sc(C(=O)OC)c(-c2cccs2)c1C#N,-6,2,-0.9,0,2,0,-5,3,12
O=C(COc1ccc(Cl)cc1)OCc1csc(Nc2ccccc2)n1,0,7,1.1,1,8,-3,0,-14,24
CCN(CC)S(=O)(=O)c1ccc2c(c1)CC(C(=O)N1CCCC1)N2C(C)=O (centres undefined),9,9,-1.9,0,-7,5,-2,6,1
CCOc1ccc(OCC(=O)OC(C)C(=O)NC2CCCC2)cc1 (centres undefined),4,10,/,2,/,/,/,-5,-2
O=C(CCn1cnc2ccccc21)N/N=C/c1ccccc1O,-4,3,2.5,0,-3,-3,-1,2,9
CC(NS(=O)(=O)c1ccc2c(c1)c(=O)n(C)c(=O)n2C)C(=O)NC1CCCCC1 (centres undefined),21,2,1.1,1,-10,0,-1,3,11
CC(C)c1nc(CNC(=O)c2cc(COc3c(F)cccc3F)on2)cs1,0,-3,3.7,2,2,-3,-4,2,1
O=c1[nH]c(SCc2ccc([N+](=O)[O-])cc2)nc2[nH]ncc12,29,12,-1.1,1,1,0,-1,-1,9
Cc1ccc2cccc(S(=O)(=O)N3CCCc4ccccc43)c2n1,3,3,-0.6,2,9,-5,-5,0,2
O=C(O)CSC1CC(=O)N(c2ccc(Cl)cc2)C1=O (centres undefined),-7,-8,4.1,2,5,0,-3,-12,25
CC(=O)c1cccc(NC(=O)Cn2cnc(S(=O)(=O)N3CCc4ccccc43)c2)c1,5,1,-0.3,3,8,-4,-3,1,22
CCOC(=O)C(NC(=O)c1ccc(OC)cc1)(N1CCCC1=O)C(F)(F)F (centres undefined),-3,8,-1.0,0,9,3,-5,1,/
COC(=O)Nc1sccc1C(=O)Nc1sccc1C(=O)OC,-3,13,-1.2,2,21,5,-3,-5,-17
Cc1ccc(S(=O)(=O)N=Nc2c(O)[nH]c3ccccc23)cc1C,3,-20,1.2,4,-8,0,3,3,42
CCOc1cc(/C=C(/C#N)c2nc3ccccc3[nH]2)ccc1OCc1ccc(C(=O)O)o1,-16,-2,5.3,16,1,0,1,3,31
CC(C)Oc1ccc(S(=O)(=O)N2CCCCC2)cc1NC(=O)C1=COCCO1,-3,0,-3.1,4,10,4,-7,1,-2
